# Screens deposited in PubChem BioAssay by Broad Institute.
# PAX8 reporter – inhibitors of PAX8-driven TPO luciferase reporter, primary screen, RMG-I cells, single concentration; SteadyGlo, 24 h; 1.2% of 360,000 active; AID 652154, 2013; inhibition, % at 12.6 µM;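 active means mean replicate inhibition at least 60% with every replicate also reaching 60%; inconclusive means only one of the two criteria is met; inactive means mean below 60% and not all replicates reaching 60%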;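 further: luciferase light reporting Pax8 driven TPO promoter activity; plate controls were median of neutral control wells for no effect and mitoxantrone controls for full effect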
# CFTR F508del cor – F508del CFTR correction, initial screen, CFBE line, single point; AID 720511, 2013; 0.36% of 350,000 active; activity (quench increase), % at 7.58 µM; CFBE cells, YFP halide quenching; stimulated with forskolin plus potentiator P3; % fluorescence drop versus neutral controls;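 active means mean added fluorescence quench of at least 8% versus neutral control, with both replicates also reaching 8%; inconclusive means only one of the mean or replicate conditions met; inactive means mean below 8% and not both replicates reaching 8%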;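 further: cells transiently co-express mutant CFTR-F508del with the halide-sensitive YFP; corrector assay measuring rescue of mutant channel to the surface after 24 h compound exposure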
# DENV2 CPE rescue – inhibitors of DENV2 cytopathic effect, primary screen, cell-based, plate reader, single concentration; DENV2-infected cells, cytopathic effect rescue; CPE inhibition, % at 9.99 µM; 1.7% of 350,000 active; AID 651640, 2012; in the data active means CPE inhibition above about 20%, passing the limit was not always enough; inconclusive means no clear call, values can overlap the other calls; tested in BHK-21 cells;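 further: 0% = median of neutral control wells and 100% = median of positive control wells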
# ERp5 inh – inhibitors of ERp5-driven insulin aggregation, primary screen, biochemical, turbidity, absorbance 650 nm, single point; Protein disulfide-isomerase A6 (Homo sapiens), Q15084; inhibition, % at 9.99 µM; 0.05% of 350,000 active; 90 min;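 active means mean replicate inhibition above about 25%, with every replicate also reaching it, limit read from the data, passing the limit was not always enough; inconclusive means only one of those two criteria met; inactive means neither criterion met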
# Target sequence (Q15084 whole entry, looked up): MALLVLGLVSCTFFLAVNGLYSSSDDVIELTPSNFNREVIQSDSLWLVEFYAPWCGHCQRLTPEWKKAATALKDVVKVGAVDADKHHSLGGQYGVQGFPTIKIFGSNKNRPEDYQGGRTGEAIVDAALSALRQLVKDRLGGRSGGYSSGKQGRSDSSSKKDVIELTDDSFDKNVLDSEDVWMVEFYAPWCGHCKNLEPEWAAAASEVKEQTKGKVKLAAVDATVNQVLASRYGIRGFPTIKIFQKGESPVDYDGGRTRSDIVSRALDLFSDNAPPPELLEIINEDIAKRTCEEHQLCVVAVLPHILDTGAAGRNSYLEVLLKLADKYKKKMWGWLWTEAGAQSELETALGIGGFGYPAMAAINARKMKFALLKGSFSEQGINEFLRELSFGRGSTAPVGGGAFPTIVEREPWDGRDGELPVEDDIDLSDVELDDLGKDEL
# Xi reactivation – activators of inactive X chromosome reactivation, primary screen, imaging, XiGFP fibroblasts, GFP high-content imaging, set 2. activation, % at 7.58 µM. 0.055% of 360,000 active. XiGFP mouse fibroblasts, % GFP-positive cells imaging, 3 d; cells co-treated with 5-aza-dC sensitizer; scaled so ellipticine positive control = 100%;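 active means mean normalized replicate activation at least 10% and every replicate at or above 10%; inconclusive means only one of the two criteria met; inactive means mean below 10% and not all replicates reach 10%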;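 further: 0% = median of on-plate neutral control wells and 100% = ellipticine 6 µM median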
#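 assay system = SV40-immortalized XiGFP fibroblast cells, line 68-5-11 | buffer or medium = DMEM plus 5-aza-dC sensitizer | doses = single-point pinned compound dosing | times = 3-day compound exposure, then 15 min fixation at room temperature | benchmarks = positive control ellipticine, 6 µM final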
# ARNT TACC3 PPI – disruptors of ARNT/TACC3 protein interaction, primary screen, biochemical, AlphaScreen, single concentration; Transforming acidic coiled-coil-containing protein 3 (Homo sapiens), Q9Y6A5; AlphaScreen His-ARNT PAS-B/GST-TACC3 binding, luminescence; TACC3 fragment carries E629A point mutation; inhibition, % at 9.99 µM; 0.66% of 390,000 active; AID 623870, 2012;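 active means mean inhibition of replicates at least 50% and at least half of replicates each reaching 50%; inconclusive means half or more replicates reach 50% but mean below 50%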;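 further: 0% = complete ARNT plus TACC3 wells and 100% = ARNT alone without TACC3; many hits fall short of the cut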
# GSIS activator – GLuc luminescence reporter in INS-1E cells, primary screen for activators of glucose-dependent secretion of insulin | INS-1E GLuc reporter insulin secretion, 2-3 h | activation, % at 16.6 µM | 0.61% of 370,000 active;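 active means lowest replicate activation of at least 40%, so every replicate reaches that level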;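 further: 0% = median of neutral control wells and 100% = median of IBMX positive control wells; some compounds called inactive have numbers as strong as hits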
# EWS-Fli block – EWS/Fli-driven NR0B1 reporter inhibitors, primary screen, A673 cells, NR0B1 luciferase, luminescence, MLPCN library; viability-normalised; 0.67% of 350,000 active; inhibition, % at 12.6 µM; AID 651661, 2012;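 active means mean inhibition of at least 50% after viability correction, with every replicate also passing that limit; inconclusive means mean reaches 50% but only one of two replicates passes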;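 further: firefly luciferase signal divided by Alamar Blue viability fluorescence both relative to DMSO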
# Numbers without * were called inactive; ? = inconclusive; nt = no result given.
SMILES,PAX8 reporter,CFTR F508del cor,DENV2 CPE rescue,ERp5 inh,Xi reactivation,ARNT TACC3 PPI,GSIS activator,EWS-Fli block
Cc1ccc(S(=O)(=O)N2CC(O)CC2C(=O)NCc2ccc3c(c2)OCO3)cc1 (stereo not drawn),10,0.6,-7,-1,0.1,-3,22,-7
CCOc1cc(C(=O)Nc2ccc(C)cc2O)ccc1OCC(=O)N1CCOCC1,8,0.8,?,0,0.1,6,-15,0
C[C@@H]1CN([C@H](C)CO)C(=O)Cc2cc(NC(=O)C3CCCCC3)ccc2O[C@H]1CN(C)C(=O)Nc1ccc(F)cc1,0,0.6,14,5,-0.8,0,14,-9
COc1ccccc1/C=C/C(=O)NCC(=O)N/N=C/c1ccc(C(=O)O)cc1,2,-1.8,-1,5,0.0,-1,-3,2
COc1ccc(NC(=O)c2ccc3c(c2)C(=O)N(CC2CCCO2)C3=O)cc1O (stereo not drawn),nt,-1.1,2,7,0.0,-3,21,-4
O=C(CSCc1ccc(Br)cc1)N=Nc1c(O)[nH]c2ccccc12,14,nt,3,-1,0.3,15,0,-7
Cc1cc(NC(=O)c2c(C)noc2C)no1,-18,-0.9,-2,-4,0.1,2,8,4
Clc1cc2c(nn1)Nc1ccccc1S2,-31,nt,10,-2,0.1,1,-8,-23
Cc1ccc(-c2nnc(NCc3nc4ccccc4[nH]3)c3ccccc23)cc1S(=O)(=O)N(C)C,35,-0.2,-4,6,0.0,0,-5,27
C[C@H](CO)N1C[C@H](C)[C@H](CN(C)C(=O)C2CCOCC2)Oc2ncc(-c3cccnc3)cc2C1=O,nt,-1.7,-2,2,-0.5,-3,21,-18
O=C(c1ccccc1)N1CC(=O)N2[C@H](C1)[C@@H](c1ccc(C3=CCCC3)cc1)[C@@H]2CO,-5,-0.9,8,-5,-0.1,nt,-1,-4
CCCCNC(=O)C1C(c2ccc(C(F)(F)F)cc2)=Nc2ccccc2N1C(=O)C1CCN(C(C)=O)CC1 (stereo not drawn),-3,-1.2,0,2,0.0,nt,-26,1
O=S(=O)(NC1CCCCC1Oc1ccccc1)c1ccccc1 (stereo not drawn),12,nt,-3,-1,0.1,-5,-51,-3
Cc1nc(-c2ccccc2)[nH]c(=O)c1Oc1ccc(Cl)cc1Cl,-20,0.5,-1,2,0.0,2,nt,-14
CCOC(=O)c1[nH]c(C)c(C(=O)OCC(=O)Nc2sc3c(c2C#N)CCCCC3)c1C,-13,-1.0,-13,-4,0.1,-10,-4,2
O=C(COc1cccc(Br)c1)Nc1ccc(N2CCOCC2)cc1N1CCOCC1,12,1.9,4,5,0.0,-7,nt,7
CC(C)NC(=O)N1C[C@@H]2[C@H](c3ccccc31)[C@H](CO)N2C(=O)NC(C)C,-10,-2.8,-7,1,0.0,3,6,1
C[C@@H]1CN([C@@H](C)CO)C(=O)c2cc(NC(=O)c3ccncc3)ccc2O[C@@H]1CN(C)Cc1ccccc1,-7,-1.3,14,-1,0.1,13,15,0
Cc1ccc(NC(=O)NCCN2CCCCC2)cc1,-14,2.1,0,-3,0.0,-5,3,6
O=C(CCN1C(=O)/C(=C/c2ccccc2)SC1=S)NNC(=O)c1ccncc1,8,-5.5,0,-7,0.0,nt,4,4
CCC(C)(C)NC(=O)C(C(C)C)N(CC1CCCO1)C(=O)CNS(=O)(=O)c1ccc(F)cc1 (stereo not drawn),-9,0.5,-4,4,0.0,-3,-22,4
COc1cc(-c2c(C#N)c(N)nc3[nH]c(=S)[nH]c(=O)c23)ccc1O,1,1.0,0,-3,0.1,-15,-11,7
CCCN(C)C[C@H]1Oc2ncc(C#CCC(C)C)cc2C(=O)N([C@@H](C)CO)C[C@H]1C,-18,0.9,12,-9,-0.8,-4,-1,19
O=C(COC(=O)CNC(=O)c1ccc(Cl)cc1Cl)NC(=O)NC1CCCCC1,-8,1.0,-1,-1,-0.1,-2,-6,4
CC(C)Sc1nnc(CNC(=O)C23CC4CC(CC(C4)C2)C3)n1Cc1ccccc1,6,nt,4,6,0.3,-13,-8,6

# Looked up above:
# Value of O=C(CCN1C(=O)/C(=C/c2ccccc2)SC1=S)NNC(=O)c1ccncc1 in PAX8 reporter: 8
# Value of O=C(COC(=O)CNC(=O)c1ccc(Cl)cc1Cl)NC(=O)NC1CCCCC1 in EWS-Fli block: 4

# The listing continues:
SMILES,PAX8 reporter,CFTR F508del cor,DENV2 CPE rescue,ERp5 inh,Xi reactivation,ARNT TACC3 PPI,GSIS activator,EWS-Fli block
COc1ccc(S(=O)(=O)N2CCN(C(=O)N(C)C)C2C)cc1 (stereo not drawn),-14,1.5,4,-2,0.0,-4,-4,-3
C=CC[C@@H](CC(=O)N(CCO)Cc1ccccc1)C(=O)NC[C@H](OC(=O)[C@@H](CC=C)CC(=O)OC(C)(C)C)c1ccccc1,33,2.2,-3,2,0.0,16,nt,-7
Cc1ccc(S(=O)(=O)N2CCC(=O)N(C(COCc3cccc(C)c3)Cc3ccccc3)CC2)cc1 (stereo not drawn),19,1.6,-18,7,0.1,-18,nt,20
CC(C(=O)NC(C)(C)C)N(C(=O)CS(=O)CC(=O)Nc1ccc(F)cc1)c1ccccc1F (stereo not drawn),17,-1.4,3,-7,0.0,5,-10,-3
CC(C)Nc1nc(-c2cccnc2)nc(-c2ccc(Cl)cc2)c1C#N,4,0.0,14,4,0.0,0,-1,-1
COC(=O)c1csc(C2OC(CO)C(O)C2O)n1 (stereo not drawn),-12,2.7,11,6,0.1,nt,8,-3
C[C@@H]1CN([C@@H](C)CO)C(=O)c2cccc(NC(=O)Nc3ccc(F)cc3)c2O[C@H]1CN(C)CC1CC1,12,1.3,4,-4,0.2,10,10,-4
S=C(NCCc1ccccc1)Nc1ccccn1,-69,nt,nt,nt,0.0,-1,73,nt
CC(C)NC(=O)N(C)C[C@H]1Oc2cc(C#Cc3ccccn3)ccc2S(=O)(=O)N([C@H](C)CO)C[C@H]1C,nt,0.7,2,1,-1.1,0,13,-10
CCN(C(=O)COc1cccc2cccnc12)C1CCS(=O)(=O)C1 (stereo not drawn),23,4.4,-7,-1,0.0,53*,-8,14
Cc1cc(C)c2c(N=NN3CCCCC3)[nH]nc2n1,-9,nt,-3,3,0.1,-6,nt,-13
O=C(NNc1cc(C(F)(F)F)nc2ccccc12)Nc1cccc(Cl)c1,22,1.3,-1,-6,0.1,1,-34,27
O=C(CS(=O)CC(=O)N(c1ccccc1)C(C(=O)NC1CCCCC1)c1ccco1)Nc1ccc(F)cc1 (stereo not drawn),6,nt,6,7,0.0,-5,-8,-14
Cc1ccc(NC(=O)COc2ccc(N3CC(C(N)=O)CC3=O)cc2)c(C)c1 (stereo not drawn),-3,1.0,?,5,0.1,3,-8,-14
NS(=O)(=O)c1ccc(N/N=C/c2cn(-c3ccccc3)nc2-c2ccccc2)c([N+](=O)[O-])c1,-2,-1.7,8,13,0.8,-2,18,48
Cc1cccc(/C(N)=N/OC(=O)COc2ccccc2Cl)c1,-82,nt,10,3,-0.2,-5,2,-31
Cc1noc(C)c1NC(=O)N(C)C[C@@H]1Oc2ccc(NS(=O)(=O)c3c(C)noc3C)cc2C(=O)N([C@@H](C)CO)C[C@@H]1C,nt,0.6,nt,nt,0.0,nt,18,-8
CC(OC(=O)C1CC(=O)N(Cc2ccco2)C1)C(=O)Nc1ccccc1[N+](=O)[O-] (stereo not drawn),-18,-1.2,-5,-5,0.0,-17,22,-3
CN(C)Cc1cn(CC[C@H]2CC[C@H](NS(=O)(=O)c3ccccc3)[C@H](CO)O2)nn1,nt,1.2,-1,2,0.0,-5,0,-4
C[C@@H]1CN([C@H](C)CO)C(=O)c2cc(NC(=O)c3ccncc3)ccc2O[C@@H]1CN(C)C(=O)Nc1ccc(F)cc1,-13,-1.6,?,-3,-1.4,0,11,0
COc1ccccc1NC(=O)Nc1nc(C(N)Cc2ccc(Cl)cc2)cs1 (stereo not drawn),-14,2.2,1,10,0.4,nt,6,-16
CC1C(=O)OC(c2ccc(Cl)cc2)C(C)(C)C1=O (stereo not drawn),-2,0.0,-1,4,0.0,-3,-3,7
CCCCN(C(=O)C1CCCO1)c1c(N)n(CC(C)C)c(=O)[nH]c1=O (stereo not drawn),-10,0.7,-6,2,0.4,2,10,0
COc1ccccc1Cn1c(CO)nc2ccccc21,8,0.4,10,6,0.0,-5,nt,10
O=C(CNS(=O)(=O)c1cccc(C(F)(F)F)c1)NC1CCCCCC1,5,-0.3,-13,-4,-0.1,-4,-30,-1
# Next section.
SMILES,PAX8 reporter,CFTR F508del cor,DENV2 CPE rescue,ERp5 inh,Xi reactivation,ARNT TACC3 PPI,GSIS activator,EWS-Fli block
C[C@@H]1CCCCO[C@@H](CN(C)C(=O)Nc2ccc(F)cc2)[C@@H](C)CN([C@H](C)CO)C(=O)c2cc(NS(=O)(=O)c3ccc(F)cc3)ccc2O1,-7,-1.4,-13,nt,0.0,-13,-20,-7
COC(=O)c1cc2c(c3c4cc(C)ccc4n(S(=O)(=O)c4cccc(C)c4)c13)C(=O)N(Cc1ccc(C(F)(F)F)cc1)C2,10,-0.9,-3,2,-0.1,nt,nt,2
Cc1ccc(NC(=O)Cc2ccc([N+](=O)[O-])cc2)c(Br)c1,-1,-2.4,nt,nt,0.1,-1,-3,-4
CO[C@@H](C(=O)N(C)C[C@@H]1OCc2ccccc2-c2ccccc2C(=O)N([C@H](C)CO)C[C@H]1C)c1ccccc1,-38,4.3,2,3,0.1,-4,11,-2
C[C@@H]1CN([C@@H](C)CO)C(=O)c2cc(NC(=O)NC3CCCCC3)ccc2O[C@@H](C)CCCCO[C@@H]1CN(C)C,-11,1.3,-5,3,0.0,4,1,-11
COC(=O)COc1cccc2c(=O)n(CC(=O)NCCc3ccccc3)ccc12,12,2.8,-6,-9,0.1,1,19,4
CC(=O)c1cn(C2OC(CO)C3OC(C)(C)OC32)c(=O)n(C)c1=O (stereo not drawn),6,0.1,4,3,-0.1,nt,2,-2
CCOC(=O)C(=O)Nc1nnc(SCc2ccc(F)cc2)s1,-7,3.6,-8,0,0.0,-3,8,-7
CC1CCc2c(sc(NC(=O)c3nc4ncccn4n3)c2C#N)C1 (stereo not drawn),-21,-0.6,3,-2,-0.3,-8,-9,-36
Cc1c(Cl)cccc1NC(=O)C(=O)NNC(=O)c1ccccc1F,-46,0.8,3,3,0.5,-3,-13,-17
Nc1nnc(SCC(=O)Nc2cccc3ccccc23)s1,5,1.8,0,0,-0.1,-5,3,8
CC1(C)CC(=O)C2=C(C1)OC(N)=C(C#N)C2c1cn(-c2ccccc2)nc1-c1ccc(F)cc1 (stereo not drawn),6,nt,-2,0,0.0,1,0,-25
CCOC(=O)c1ccccc1NC(=O)C=C(C)C,8,nt,-1,-9,0.0,-18,23,-10
Cc1cc(C)n(CCNC(=O)c2cc(COc3ccc4ncccc4c3)on2)n1,16,-1.5,5,6,-0.1,22,-37,3
CCOc1ccc(C(C)NC(=O)Cc2ccccc2F)cc1OCC (stereo not drawn),-13,4.0,-7,1,0.0,1,22,16
